Compound activity: PubChem, several laboratories
TRPC4 act – activators of mouse TRPC4 channel | Q9QUQ5 | HEK293 TRPC4beta/mu-opioid, Fluo4 calcium fluorescence; hits give high values | B-score at 10 µM | hit rate 0.49% among 310,000 | AID 2237;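 active means B-score above 5 SD of library B-scores, and initial fluorescence ratio not above library mean plus 5 SD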;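 further: positive B-score marks a calcium rise read as TRPC4 activation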
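Assay system: HEK293 cells stably co-expressing mouse TRPC4beta and mu-opioid receptor / Timing: Fluo4 dye loading 45 min at room temperature, 110 s recording / Signal: Fluo4 calcium-sensitive dye fluorescence, kinetic, 1 Hz baseline / Read-out: integrated baseline-normalised fluorescence ratio, converted to per-well B score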
KCNK9 block – inhibitors of human KCNK9 two-pore domain potassium channel; Q9NPC2; HEK293 KCNK9, FluxOR thallium flux fluorescence; hits give low values; B-score at 10 µM; hit rate 1.2% among 310,000; AID 488922;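 active means ratio B-score over 3 SD below the library mean, with starting fluorescence within 5 SD of its mean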;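 further: negative B-score means less thallium flux so channel inhibition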
KCNK3 block – human KCNK3 channel inhibition, primary screen. O14649. CHO-KCNK3 thallium flux, FluxOR fluorescence; hits give low values. B-score at 10 µM. hit rate 0.84% among 340,000. AID 602410;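 active means B-score under library mean minus 4 SD, starting fluorescence ratio at most library mean plus 5 SD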;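 further: more negative B-score means stronger inhibition of thallium flux through KCNK3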
TRPC4 potent – TRPC4 (mouse) allosteric potentiation; Q9QUQ5; HEK293 TRPC4beta/mu-opioid, DAMGO EC20, Fluo-4 Ca2+ flux; hits give high values; B-score at 10 µM; hit rate 0.42% among 310,000; AID 2227;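 active means B-score of calcium response area above 5 SD of library B-scores, with initial fluorescence ratio within 5 SD of library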;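 further: B-score of integrated fluorescence ratio over time as area under calcium response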
TMEM16A act – activators or potentiators of mouse TMEM16A chloride channel | HEK293 TMEM16A/YFP-H148Q/I152L, iodide quench fluorescence; hits give low values | B-score at 10 µM | hit rate 0.3% among 340,000 | AID 623877;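 active means fluorescence-ratio B-score plate-corrected deviation score at least 3 library SD below zero, with starting fluorescence score within 5 deviations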;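 further: channel opened by trigger with iodide after compound preincubation; score built on the fluorescence ratio of max minus min over baseline; more negative score means more quench and so TMEM16A activation or potentiation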
ANO1 block – blocks the mouse calcium-activated chloride channel TMEM16A; Q8BHY3; HEK293 TMEM16A/YFP iodide influx fluorescence, ionomycin; normalized B-score (activity score, 25-100; higher = stronger inhibition) at 10 µM; hit rate 1.2% among 310,000; AID 588511;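 active means ratio plate-corrected score three or more library SD toward inhibition, starting fluorescence score within five deviations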;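 further: score derived from kinetic fluorescence span divided by baseline fluorescence per well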
HDAC3 inh – blocks human histone deacetylase 3; O15379; recombinant HDAC3, fluorogenic peptide/trypsin coupled, fluorescence; inhibition, % at 8.3 µM; hit rate 0.15% among 320,000; AID 2718; in the data active means inhibition above about 26%, passing the limit was not always enough; inconclusive means no clear call, values can overlap the other calls
KCNQ1 inh – human KCNQ1 channel inhibition; P51787; hit rate 1.3% among 310,000; AID 2642; B-score at 10 µM; CHO-K1 KCNQ1, FluxOR thallium flux fluorescence; hits give high values;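 active means compounds whose thallium flux B-score, printed positive for inhibition, exceeds three library SD while starting fluorescence stays within three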;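 further: channel opened by potassium depolarization with thallium stimulus after 20 min compound exposure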
KCNQ1 act – human KCNQ1 channel potentiation or activation. AID 2648. hit rate 0.35% among 310,000. P51787. B-score at 10 µM. CHO-K1 KCNQ1, thallium flux FluxOR fluorescence; hits give high values;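 active means fluorescence ratio B-score, a plate-corrected score, at least three library SD, with initial intensity B-score within 5 SD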
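assay system = KCNQ1-transfected CHO-K1 cells | medium = assay buffer with matched DMSO | probe or stimulus = depolarizing K+/Tl+ stimulus, K2SO4 and Tl2SO4 each 12.5 mM in 5x stock | dosing = single dose | incubation = dye 90 min, compound 20 min, room temperature | detection = kinetic FluxOR fluorescence, 10 s baseline plus 110 s post-stimulus | evaluation = ratio B score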
hERG rescue – shields human hERG channel from block by proarrhythmic agents. Q12809. CHO-hERG, FluxOR thallium flux, dofetilide IC70 present. activation (rescue from dofetilide block), less the hit threshold, % at 10 µM. hit rate 0.51% among 310,000. AID 1511;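 active means activation above the mean of controls blocked by dofetilide plus 5 SD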;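 further: thallium influx through hERG after potassium depolarization seen as dye fluorescence rise; in these data hits start at about 4.7%; inactives centre near -7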
Target sequence (Q12809 whole entry, looked up): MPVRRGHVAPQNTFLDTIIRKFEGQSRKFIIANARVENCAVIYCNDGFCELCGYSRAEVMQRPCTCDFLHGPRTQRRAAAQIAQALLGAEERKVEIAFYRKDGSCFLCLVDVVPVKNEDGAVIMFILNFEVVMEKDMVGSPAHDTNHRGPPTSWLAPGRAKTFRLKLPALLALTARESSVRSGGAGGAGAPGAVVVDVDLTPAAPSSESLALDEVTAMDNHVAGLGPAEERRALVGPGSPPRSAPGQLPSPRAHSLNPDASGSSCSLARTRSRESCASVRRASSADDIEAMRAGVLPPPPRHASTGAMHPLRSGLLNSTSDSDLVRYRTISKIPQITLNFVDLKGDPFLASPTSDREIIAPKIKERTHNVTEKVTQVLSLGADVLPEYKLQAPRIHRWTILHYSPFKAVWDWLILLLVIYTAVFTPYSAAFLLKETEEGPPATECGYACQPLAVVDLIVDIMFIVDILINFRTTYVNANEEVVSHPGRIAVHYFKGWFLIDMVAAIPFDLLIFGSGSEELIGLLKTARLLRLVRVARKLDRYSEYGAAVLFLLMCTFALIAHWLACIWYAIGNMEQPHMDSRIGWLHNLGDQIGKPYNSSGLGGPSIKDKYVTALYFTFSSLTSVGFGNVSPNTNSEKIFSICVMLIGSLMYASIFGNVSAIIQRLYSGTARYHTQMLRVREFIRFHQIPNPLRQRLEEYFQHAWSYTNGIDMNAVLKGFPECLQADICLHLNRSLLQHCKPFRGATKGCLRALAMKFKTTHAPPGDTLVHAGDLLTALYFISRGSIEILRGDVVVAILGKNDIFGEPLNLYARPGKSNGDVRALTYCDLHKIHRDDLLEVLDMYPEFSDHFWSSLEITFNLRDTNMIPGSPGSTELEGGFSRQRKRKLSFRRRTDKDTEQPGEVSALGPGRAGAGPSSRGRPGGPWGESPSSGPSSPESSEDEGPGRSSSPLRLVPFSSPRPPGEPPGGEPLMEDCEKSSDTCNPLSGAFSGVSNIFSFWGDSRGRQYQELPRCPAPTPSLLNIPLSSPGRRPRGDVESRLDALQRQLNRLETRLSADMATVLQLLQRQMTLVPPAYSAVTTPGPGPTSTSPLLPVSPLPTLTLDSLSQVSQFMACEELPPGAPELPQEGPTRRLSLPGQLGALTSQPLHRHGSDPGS
DYRK1A inh – inhibitors of rat Dyrk1A kinase; Q63470; ADP-Glo luminescence, NFATc1 peptide; inhibition, % at 12.5 µM; hit rate 0.43% among 310,000; AID 504441; in the data active means inhibition above about 50%;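 further: plate controls were vehicle with enzyme for no effect and no enzyme for full effect; many of its hits are not listed in these tables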
* = called active by the depositor; i = inactive; u = inconclusive; x = no result given; & = joins results of further samples. This is a subset. The share of hits here may be higher or lower than overall.

mol | TRPC4 act | KCNK9 block | KCNK3 block | TRPC4 potent | TMEM16A act | ANO1 block | HDAC3 inh | KCNQ1 inh | KCNQ1 act | hERG rescue | DYRK1A inh
CCCCCC(=O)NC(NC(=S)Nc1ccc(S(N)(=O)=O)cc1)C(Cl)(Cl)Cl (centres undefined) | i | i | i | i | i | i | 1 | i | i | -9 | 0
COC(=O)c1c(C)oc(C)c1S(=O)(=O)N(C)C1CCCCC1 | i | i | i | i | i | i | x | i | i | -4 | x
Cc1ccc(OC(C)c2nnc(N)s2)cc1Cl (centres undefined) | i | i | i | i | i | i | -3 | i | i | -2 | 0
CCN(CC)S(=O)(=O)c1ccc(-c2nnc(SCC(=O)Nc3nnc(C)s3)n2CC)cc1 | i | i | i | i | i | i | 4 | i | i | -10 | -5
CCOC(=O)c1ccccc1NC(=O)C1=COCCO1 | i | i | i | i | i | i | -1 | i | i | -12 | 3
O=C(COC(=O)c1ccc(O)cc1)Nc1ncc(Cl)cc1Cl | i | i | i | i | i | i | 3 | i | i | -11 | 4
O=c1c2ccccc2ncn1-c1ccc(Cl)c(Cl)c1 | i | i | i | i | i | i | -7 | i | i | -9 | 0
Cc1cc(C)cc(NC(=O)CCCn2nc(C)c3c(C)n(-c4ccccc4)nc3c2=O)c1 | i | i | i | i | i | i | 2 | i | i | -5 | -3
Cc1cc(C)c(S(=O)(=O)Nc2ccc3c4c(cccc24)CC3)c(C)c1 | i | i | i | i | i | 100* | 3 | i | i | -10 | -2
CCc1nc(Nc2cc(OC)ccc2OC)c2oc3ccccc3c2n1 | i | i | i | i | i | i | 1 | i | i | -1 | 0
O=C1SCC(c2ccccc2)=NN1Cc1ccccc1 | i | i | i | i | i | i | 3 | i | i | -10 | -1
Cn1c(CCc2nc3ccccc3[nH]2)nnc1SCC#N | i | i | i | i | i | i | 6 | i | i | -1 | 0
COc1ccccc1NC(=O)Nc1cnccn1 | i | i | i | i | i | i | 3 | i | i | -9 | 3
Clc1ccc(Cc2noc(CN3CCN(c4ccccc4)CC3)n2)c(Cl)c1 | i | i | i | i | i | i | 1 | i | i | 2 | 4
N#CC(c1ccccc1)c1cnccn1 (centres undefined) | i | i | i | i | i | i | -12 | i | i | -7 | -2
CCNC(=O)c1cc(S(=O)(=O)N(C)C)c(Cl)cc1Cl | i | i | i | i | i | i | -3 | i | i | -8 | -7
O=C1c2ccccc2C(=O)C12Cc1ccccc1N1CCN(c3ccccc3)CC12 (centres undefined) | i | i | i | i | i | x | x | i | i | -13 | 4
CC1=Nc2ccc(C)cc2/C1=C/c1c(N)n2oc(C)cc2nc1=O | i | i | i | i | i | i | -2&-5 | i | i | -12&-4 | -1
COc1ccc([N+](=O)[O-])cc1NC(=O)C(C)Sc1nc(-c2ccccc2)cs1 (centres undefined) | i | -8.1* | i | i | i | i | 7 | i | i | -13 | -3
COC(=O)c1ccc(C2Nc3ccc(/C(C)=N/NC(=O)C(OC)c4ccccc4)cc3C3C=CCC32)cc1 (centres undefined) | i | i | i | i | i | i | -3 | i | i | -18 | 6
c1ccc2cc3[nH]c(CN4CCOCC4)nc3cc2c1 | i | i | i | i | i | i | -6 | i | i | -7 | 3
COc1ccc(C(C)=O)cc1COC(=O)CCCN1C(=O)c2ccccc2C1=O | i | i | i | i | i | i | 5 | i | i | -9 | 4
C=CCOc1ccccc1CN1CCCC(CCC(=O)N(C)CCc2ccccn2)C1 (centres undefined) | i | i | i | i | i | i | 1 | i | i | -2 | 1
CCOC(=O)CC(=O)c1[nH]c(C)c(C(=O)OCC)c1C | i | i | i | i | i | i | -2 | i | i | -8 | 9
Cn1cc(C(=O)Nc2ccc3c(c2)CCC3)cn1 | i | i | i | i | i | i | x | i | i | -8 | -4
CCC(=O)N1CCc2cc(S(=O)(=O)Nc3ccc4c(c3)OCCO4)ccc21 | i | i | i | i | i | i | -4 | i | i | -3 | -6
CCOc1ccc(NC(=O)C(Cc2ccccc2)N2C(=O)c3cccc4cccc(c34)C2=O)cc1 (centres undefined) | i | i | i | i | i | i | 0 | i | i | -11 | -2
COc1ccc(NC(=O)CCCC(=O)c2ccccc2)cc1 | i | i | i | i | i | i | 6 | i | i | -6 | -1
COc1cc(/C=C/C2=CC(C)(C)NC(=S)N2)cc(OC)c1OC | i | i | i | i | i | i | 8 | i | i | -8 | -4
O=C1N/C(=N\N=C\c2ccc3ncccc3c2)SC1Cc1ccc(SC(F)F)cc1 (centres undefined) | i | i | i | i | i | i | 3 | i | i | -13 | -4
Cc1c(O)nc(SCC(=O)Nc2ccc3c4c(cccc24)CC3)n(-c2ccc(F)cc2)c1=O | i | i | i | i | i | i | -2 | i | i | -8 | -1
CS(=O)(=O)Nc1nnc(Cc2ccccc2)s1 | i | i | i | i | i | i | 4 | i | i | -9 | 3
C=CCNC(=O)C(=O)Nc1ccc2c(c1)N(S(=O)(=O)c1cccs1)CCC2 | i | i | i | i | i | i | -1 | i | i | -14 | -4
COc1ccc(/C(C)=C(\C#N)C(=O)OC(C)C)cc1OC | i | i | i | i | i | i | 2 | i | i | -7 | 1
CN(Cc1ccccc1)S(=O)(=O)c1ccccc1[N+](=O)[O-] | i | i | i | i | i | i | 6 | i | i | -7 | -2
O=C(N/C(C(=O)N1CCOCC1)=C(\Sc1ncccn1)c1ccccc1)c1ccccc1 | i | i | i | i | i | i | 3 | i | i | -12 | -2
COC(=O)c1ccc2c(C(C)(C)O)c(C(C)(C)O)[nH]c2c1 | i | i | x | i | x | i | -188 | i | i | -2 | x
OCCC1CN(Cc2nc3ccccc3s2)CCN1C1CCCCC1 (centres undefined) | i | i | i | i | i | i | -3 | i | i | -8 | -1
CC(=O)c1ccccc1NC(=O)COC(=O)CSCC(=O)Nc1cc(C)on1 | i | i | i | i | i | i | 7 | i | i | -16 | 8
CC(=O)Nc1c(C)ccc(S(N)(=O)=O)c1C | i | i | i | i | i | i | -3 | i | i | -6 | -3
CN1CCc2c(sc(/N=C/c3c[nH]c4ccccc34)c2C(N)=O)C1 | i | i | i | i | i | i | -17 | i | i | -16 | x
COc1ncnc2c1oc1nc(C(C)C)c3c(c12)CC(C)(C)OC3 | i | i | i | i | i | i | -1 | i | i | -5 | -3
CC1CC(C)CN(C(=O)c2ccc(CNc3c(N4CCCC4)c(=O)c3=O)cc2)C1 (centres undefined) | i | i | i | i | i | i | x | i | i | -11 | 4
Cc1ccc(NC2CCCN(C(=O)c3ccc4[nH]ccc4c3)C2)cc1C (centres undefined) | i | i | i | i | i | i | 1 | i | i | -6 | -8
Cc1ccc(S(=O)(=O)NCCC(=O)NC(C)c2ccccc2)cc1 (centres undefined) | i | i | i | i | i | i | 5 | i | i | -1 | 1
OC(CNCC1COc2ccccc2O1)COc1ccccc1F (centres undefined) | i | i | i | i | i | i | 13 | i | i | -4 | -2
CC(=O)Nc1nc(=S)n(-c2ccccc2)[nH]1 | i | i | i | i | i | i | u | i | i | -10 | -6
CCOc1ccc(NC(=S)N2CCC(NC(=O)c3ccccc3C)CC2)cc1 | i | i | i | i | i | i | 2 | i | i | -1 | 1
CCc1nnc(NC(=O)CCC(=O)O)s1 | i | i | i | i | i | i | 10 | i | i | -20 | 5
O=C(COc1ccccc1Br)Nc1ccc2c(c1)OCCCO2 | i | i | i | i | i | i | -3 | i | i | 2 | -2

Further compounds follow:
mol | TRPC4 act | KCNK9 block | KCNK3 block | TRPC4 potent | TMEM16A act | ANO1 block | HDAC3 inh | KCNQ1 inh | KCNQ1 act | hERG rescue | DYRK1A inh
CCc1nnc(NC(=O)CSc2nnc(Cc3ccccc3)o2)s1 | i | i | i | i | i | i | x | i | i | -7 | -5
CNc1c([N+](=O)[O-])cnn1-c1ccccn1 | i | i | i | i | i | i | 5 | i | i | -2 | 0
N#C/C(=C(\O)c1cc(Cl)sc1Cl)c1nc2ccccc2[nH]1 | i | i | i | i | i | i | 6 | i | i | -8 | -3
CCn1nccc1C(=O)Nc1ccc(Cl)cn1 | i | i | i | i | i | i | 10 | i | i | -8 | -1
COc1cc(C(=O)NCC2(N(C)C)CCCCC2)ccc1OCc1ccccc1 | i | i | i | i | i | i | 1 | i | i | -4 | -4
CCOc1ccc(S(=O)(=O)N(CC(=O)NCc2cccnc2)c2ccc(F)cc2)cc1 | i | i | i | i | i | i | 0 | i | i | -19 | 1
COc1ccc(NC(=O)CN2CCC(C(N)=O)(N3CCCCC3)CC2)cc1 | i | i | i | i | i | i | 1 | i | i | -10 | 4
S=C(Nc1ccccc1)Nc1nccs1 | i | i | i | i | x | i | 8 | i | i | -5 | 10
CCOc1ccc(N(CC(=O)NCCc2ccc(C)cc2)S(=O)(=O)c2c(C)noc2C)cc1 | i | i | i | i | i | i | -9 | i | i | -11 | -10
O=C(CCN1C(=O)/C(=C/c2ccccc2)SC1=S)NC1CCS(=O)(=O)C1 (centres undefined) | i | i | i | i | i | i | 6 | i | i | -8 | 3
O=C1CCCN1CCCNc1nc2c(S(=O)(=O)c3ccccc3)nnn2c2ccc(Cl)cc12 | i | i | i | i | i | i | -1 | i | i | -3 | -3
O=C(O)C1C2CCC(C2)C1C(=O)NCc1ccco1 (centres undefined) | i | i | i | i | i | i | -8 | i | i | -6 | -4
O=C(CCC(=O)N(Cc1ccco1)C(C(=O)NC1CCCC1)c1ccncc1)Nc1cccnc1 (centres undefined) | i | i | i | i | i | i | 6 | i | i | 1 | 4
CC(=O)c1cc(-c2ccc(F)cc2)n(CCC(=O)Nc2cccnc2)c1C | i | i | i | i | i | i | -1 | i | i | -8 | -1
Cc1cccc(Nc2nc(NC(C)C)nc(Oc3ccc(=O)n(C)n3)n2)c1 | i | i | i | i | i | i | 2 | i | i | -5 | 0
CCn1c(SCC(=O)Nc2ccc(OC)c(OC)c2)nnc1-c1ccco1 | i | i | i | i | i | i | -4 | i | i | -7 | -4
O=C(NCCc1ccccc1)C(=O)NCCC1CCCCN1S(=O)(=O)c1cccs1 (centres undefined) | i | i | i | i | i | i | -1 | i | i | -14 | -5
COc1cc(/C=C2\SC(=S)N(NS(=O)(=O)c3ccc(C)cc3)C2=O)ccc1O | i | i | i | i | i | i | x | i | i | -27 | 11
O=C1OCC(CO)(CO)N=C1NNc1cc(Cl)ccc1Cl | i | i | i | i | i | i | 6 | i | i | -6 | -21
CN(C)c1ccc(NC(=O)CN2CCc3ccccc3C2)cc1 | i | i | i | i | i | i | 1 | i | i | -6 | 14
